SV40 large T antigen: SV40 large T antigen inhibitors, biochemical (AID 1903); SV40 large T antigen ATPase/helicase inhibition assay; higher % means a stronger effect; 0.39% of 310,000 active; one-dose inhibition, % at 20 µM; IC50 in µM for titrated hits; in the data active means a potency from the dose series; further: strong numbers were not always called active
NTR1 agonist: agonists of NTR1, primary screen, imaging, U2OS cells, beta-arrestin-GFP, high content (AID 493036); Neurotensin receptor type 1 (Homo sapiens), P30989; NTR1-U2OS beta-arrestin-GFP spot imaging, agonist mode; activation, % at 20 µM; 0.17% of 330,000 active;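 active means activation at or above 40% of the spot to cytoplasm intensity ratio, with at least 20 cells analyzed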;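 further: 0% = DMSO without peptide and 100% = 100 nM NTR1 peptide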
Target sequence (P30989 whole entry, looked up): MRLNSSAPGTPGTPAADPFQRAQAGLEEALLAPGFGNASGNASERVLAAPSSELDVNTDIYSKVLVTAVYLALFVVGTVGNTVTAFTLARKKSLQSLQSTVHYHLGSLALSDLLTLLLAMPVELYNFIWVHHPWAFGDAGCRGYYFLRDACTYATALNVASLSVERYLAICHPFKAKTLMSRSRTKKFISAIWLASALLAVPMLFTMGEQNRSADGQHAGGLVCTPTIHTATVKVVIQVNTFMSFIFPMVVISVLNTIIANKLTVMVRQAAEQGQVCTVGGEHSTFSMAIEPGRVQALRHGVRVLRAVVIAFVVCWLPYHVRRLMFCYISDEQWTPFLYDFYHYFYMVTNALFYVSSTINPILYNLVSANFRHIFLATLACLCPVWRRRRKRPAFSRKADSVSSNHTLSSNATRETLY
Rac1 GTP hydrolysis: MgcRacGAP GTPase-activating activity inhibitors, confirmation, biochemical, ADP Hunter fluorescence; MgcRacGAP-stimulated Rac1 GTP hydrolysis, ADP Hunter fluorescence; higher % means a stronger effect; GST-tagged Rac1 F28L mutant substrate; inhibition, % at 30 µM, or IC50 in µM where a hit was titrated; 0.6% of 340,000 active; AID 624330, 2012;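 active means first-screen hits whose inhibition reached a set limit at any dose in the follow-up dose series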;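 further: fluorescence reports GDP produced by GAP-driven GTP hydrolysis; strong numbers were not always called active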
Yfh1-depleted yeast: enhancers of respiration in Yfh1-depleted yeast, dose response, Friedreich's ataxia, plus single-dose screen (AID 1465) | S. cerevisiae Yfh1-off respiration, WST-1 reduction, 72 h; higher fold induction means a stronger effect | fold induction at 50 µM, or EC50 in µM where a hit was titrated | 0.074% of 220,000 active;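 active means fold induction of absorbance versus untreated yeast above a set limit, then at least 30% activation at any dose in follow-up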;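 further: activators that raise dye reduction in frataxin-depleted yeast; strong numbers were not always called active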
GPR55 LPI antagonism: GPR55 antagonists blocking LPI-driven arrestin recruitment, primary screen, imaging, U2OS, beta-arrestin-GFP, LPI agonist (AID 2013) | inhibition, % at 10 µM, or IC50 in µM where a hit was titrated | U2OS GPR55 beta-arrestin-GFP translocation imaging, LPI antagonism; higher % means a stronger effect | 0.13% of 290,000 active | G-protein coupled receptor 55 (Homo sapiens);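 active means spots per cell inhibited over 60%, with over 100 cells counted and total cytoplasm intensity under 500,000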;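 further: U2OS cells stably carrying GPR55 and arrestin-GFP stimulated by 5 µM LPI near EC80; imaged beta-arrestin-GFP aggregate spots per cell after agonist stimulation; plate controls were LPI-stimulated DMSO wells for no effect and DMSO wells without LPI for full effect; some results filed as inactive read as strong as hits; confirmed hits need IC50 under 10 µM and bright autofluorescent wells are also inconclusive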
NS5 inhibitors: Dengue-2 NS5 methyltransferase inhibitors, primary screen, biochemical, confirmation dose response (AID 588689); inhibition, % at 25 µM, or IC50 in µM where a hit was titrated; 0.3% of 340,000 active; Genome polyprotein (Dengue virus type 2 (strain 16681-PDK53)); Dengue-2 NS5 methyltransferase capping enzyme assay, biochemical; higher % means a stronger effect; in the data active means a potency from the dose series
GPR35 antagonists: GPR35 antagonists blocking zaprinast-driven arrestin recruitment, primary screen, imaging, U2OS, beta-arrestin-GFP, zaprinast agonist (AID 2058) | G-protein coupled receptor 35 (Homo sapiens) | U2OS GPR35 beta-arrestin-GFP translocation imaging, zaprinast antagonism; higher % means a stronger effect | inhibition, % at 10 µM; hits with a dose series show IC50 in µM | 0.052% of 290,000 active;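 active means inhibition of at least 50% with at least 30 cells and total cytoplasm GFP at most 10,000,000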
GPR55 activation: GPR55 agonists via beta-arrestin recruitment, primary screen, imaging, U2OS cells, beta-arrestin-GFP redistribution (AID 1961); G-protein coupled receptor 55 (Homo sapiens); U2OS GPR55 beta-arrestin-GFP redistribution imaging; higher % means a stronger effect; one-dose activation, % at 10 µM; EC50 in µM for titrated hits; 0.048% of 290,000 active;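 active means activation above 40% with more than 50 cells counted in the well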;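 further: U2OS osteosarcoma cells stably expressing GPR55 and beta-arrestin-GFP; plate controls were DMSO negative control for no effect and LPI positive control for full effect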
AID2073: inhibitors of Mint1-CaV2.2 protein interaction, biochemical, HTRF (AID 2073). Voltage-dependent N-type calcium channel subunit alpha-1B (Homo sapiens). HTRF protein-protein interaction, Mint1-CaV2.2; higher % means a stronger effect. inhibition, % at 20 µM; hits with a dose series show IC50 in µM. 0.19% of 290,000 active; in the data active means inhibition mostly above about 51%, no sharp cut-off; further: some results filed as inactive read as strong as hits
NTR1 agonist cell count 20 µM: also measured in NTR1 agonist; calls as there; cell count; measured here: cell count, cytotoxicity flag
* = called active by the depositor; i = inactive; · = not tested or not shown. This is a random part of the collection. Share with any hit: about 1.7%.

nr	compound	SV40 large T antigen	NTR1 agonist	NTR1 agonist cell count 20 µM	Rac1 GTP hydrolysis	Yfh1-depleted yeast	GPR55 LPI antagonism	NS5 inhibitors	GPR35 antagonists	GPR55 activation	AID2073
1	CC(C)(C)SCCNC(=O)COc1ccccc1	-1%	0.0	58	11%	i	0%	-3%	-5%	-0.5%	-4%
2	O=C(NCc1ccccc1)C1CCCN(S(=O)(=O)c2cccs2)C1 (stereo unspecified)	9%	1.6	56	1%	i	-5%	-4%	4%	-0.1%	-7%
3	CC(C)C[C@H](NC(=O)N1CCn2c1nc1ccccc12)C(=O)NCc1ccccc1	9%	1.8	66	5%	·	8%	3%	-5%	0.7%	3%
4	Cc1cc(N2CCN(C(=O)Nc3ccc(F)cc3F)CC2)c2ccccc2n1	1%	-1.9	85	11%	·	5%	-7%	-8%	1.9%	-1%
5	COc1c(C(=O)Nc2ccc(CN3CCOCC3)cc2)cc2ccccc2c1Br	21%	4.0	53	5%	·	11%	-1%	10%	0.0%	2%
6	O=C(c1ccccc1)c1nc2ccccc2[nH]c1=O	-1%	2.8	64	12%	i	19%	2%	8%	-0.1%	10%
7	CCCOc1c(Br)cc(C(=O)NCC)cc1OC	-2%	-1.4	71	13%	i	-6%	-3%	6%	0.0%	0%
8	COc1ccc(F)cc1C(=O)C1CCCN(Cc2ccc3c(c2)OCCO3)C1 (stereo unspecified)	4%	1.2	82	4%	i	7%	·	3%	-0.3%	0%
9	CC(=O)Nc1cccc(NC(=O)Nc2cccc(Cl)c2C)c1	1%	0.4	82	3%	i	5%	-4%	22%	-0.1%	0%
10	COc1ccccc1NC(=O)C1CCN(C(=O)c2ccco2)CC1	12%	0.9	67	10%	·	0%	-2%	9%	-0.2%	-2%
11	CCCCNC(=O)C1(O)c2ccccc2NC(=O)N1c1ccc(Cl)cc1 (stereo unspecified)	-3%	1.7	65	8%	·	-14%	-5%	-3%	-0.2%	9%
12	COCCNC(=O)CSc1nc2cc(OC)c(OC)cc2c(=O)n1CCc1ccc(S(N)(=O)=O)cc1	7%	-0.1	39	5%	i	14%	0%	-6%	-0.2%	-4%
13	O=C(CNC(=O)c1cccnc1)N/N=C/c1cccnc1	1%	-0.2	101	5%	·	2%	-5%	1%	-0.1%	12%
14	CC(C)CC(=O)NS(=O)(=O)c1ccc(N)cc1	23%	0.1	50	13%	i	0%	-3%	9%	-0.3%	3%
15	COc1ccc(NC2CCCN(C(=O)c3ccc(CSC)o3)C2)cc1OC (stereo unspecified)	·	2.5	45	109µM*	·	11%	9%	20%	-0.2%	-52%
16	O=C(CN1C(=O)c2cccc3cccc(c23)C1=O)N1CCOCC1	2%	2.9	43	9%	i	-10%	-2%	-4%	-0.3%	-5%
17	CCc1nnc(NC(=O)[C@@H](NC(=O)c2cccc(S(=O)(=O)N3CCOCC3)c2)C(C)C)s1	1%	-1.0	43	12%	i	2%	-6%	-2%	-0.1%	-5%
18	Cc1ccccc1NC(=O)CSc1nnc(-c2ccco2)n1N	7%	0.0	61	5%	·	·	8%	·	·	·
19	O=C(OCc1nc2ccccc2s1)c1cccc(N2C(=O)CCC2=O)c1	7%	0.3	71	-1%	i	10%	-1%	9%	-0.6%	16%
20	O=[N+]([O-])/C=C/c1cn(Cc2ccc(F)cc2)c2ccccc12	8%	16	83	7%	i	-5%	-8%	0%	2.2%	-5%
21	CS(=O)(=O)c1ccc2nc(NC(=O)CN3CCN(Cc4ccccc4)CC3)sc2c1	8%	-1.8	45	10%	i	22%	-6%	12%	0.1%	13%
22	O=C(NC1CC1)C1=C[C@@H](C2CC2)C[C@@H](OCCCCO)O1	5%	-0.2	88	7%	i	·	-6%	·	·	·
23	O=C(CCCCO)c1ccc(O)c(Cl)c1	23%	0.1	66	6%	·	·	-6%	·	·	·
24	CC(C)CCNC(=O)C(CC(C)C)N(Cc1ccc2c(c1)OCO2)C(=O)c1snc(C(N)=O)c1N (stereo unspecified)	25%	0.9	36	-1%	i	4%	-3%	2%	-0.1%	-3%

Reprinted from the part before: 3 entries; new compounds follow.
nr	compound	SV40 large T antigen	NTR1 agonist	NTR1 agonist cell count 20 µM	Rac1 GTP hydrolysis	Yfh1-depleted yeast	GPR55 LPI antagonism	NS5 inhibitors	GPR35 antagonists	GPR55 activation	AID2073
22	O=C(NC1CC1)C1=C[C@@H](C2CC2)C[C@@H](OCCCCO)O1	5%	-0.2	88	7%	i	·	-6%	·	·	·
23	O=C(CCCCO)c1ccc(O)c(Cl)c1	23%	0.1	66	6%	·	·	-6%	·	·	·
24	CC(C)CCNC(=O)C(CC(C)C)N(Cc1ccc2c(c1)OCO2)C(=O)c1snc(C(N)=O)c1N (stereo unspecified)	25%	0.9	36	-1%	i	4%	-3%	2%	-0.1%	-3%
25	Cn1c(-c2csc(-c3ccccc3)n2)n[nH]c1=S	16%	3.1	31	15%	i	-8%	-5%	10%	-0.1%	12%
26	CC(C)NS(=O)(=O)c1ccc(OCC(=O)NC2CCCCCC2)cc1	4%	-1.2	69	5%	·	-2%	4%	-1%	-0.1%	1%
27	O=C(CN1C(=O)C2C3C=CC(C3)C2C1=O)N1CCc2ccccc2C1 (stereo unspecified)	-22%	-0.2	66	6%	i	13%	0%	-2%	-2.3%	-4%
28	CCOC(=O)Cc1nn(Cc2ccccc2)c(=O)c2ccccc12	·	1.4	36	8%	i	3%	-2%	13%	-0.1%	-2%
29	CC(OC(=O)CCN=C1NS(=O)(=O)c2ccccc21)C(=O)NC1CCCCC1C (stereo unspecified)	9%	-0.3	55	13%	·	·	-1%	·	·	·
30	CC(C)(C)C(=O)/C=c1\[nH]c(=O)/c(=C\c2ccccc2F)s1	4%	9.0	58	-1%	i	4%	2%	13%	0.3%	-8%
31	CCOC(=O)c1ccc(CSc2nncn2N)o1	-3%	-1.0	83	5%	i	5%	1%	2%	-0.4%	1%
32	COC(=O)c1ccc(CSc2nc3ccccc3c(=O)n2N)cc1	2%	2.6	52	6%	·	4%	-3%	-6%	-0.1%	-4%
33	O=[N+]([O-])CC(c1ccccc1)P(=O)(c1ccccc1)c1ccccc1 (stereo unspecified)	-5%	-1.1	80	·	·	0%	-5%	6%	-0.2%	11%
34	CCN(CC)S(=O)(=O)c1cccc(-c2nnc(SCC(N)=O)n2N)c1	17%	-0.2	68	10%	i	-6%	-5%	-2%	-0.1%	9%
35	Cc1cnc(C(=O)OC(C(=O)Nc2cc(C(F)(F)F)ccc2Cl)c2ccccc2)cn1 (stereo unspecified)	10%	2.4	62	6%	·	4%	3%	6%	0.0%	2%
36	CCN1C(=O)[C@H]2[C@H]3[C@H](O)[C@H](O)C/C(=N\O[C@H](C)c4cn([C@H](CO)Cc5ccccc5)nn4)[C@@H]3CC[C@H]2C1=O	9%	-0.1	73	·	·	-12%	·	-9%	-0.1%	-4%
37	O=C(CSc1nnc(Cn2c(=O)sc3ccccc32)n1-c1ccccc1)N1CCCC1	3%	-1.0	70	4%	i	6%	-6%	-18%	0.7%	14%
38	c1ccc(Nc2nc(N3CCCC3)nc(N3CCOCC3)n2)cc1	1%	-4.4	46	1%	i	·	2%	·	·	·
39	Oc1ccc(-c2n[nH]c(=S)n2Cc2ccco2)cc1	22%	0.6	48	12%	i	-3%	-1%	-7%	-0.1%	22%
40	O=C1CCCN1CCCNC(=S)Nc1cccc2ccccc12	14%	1.3	38	-1%	i	16%	-11%	-14%	0.2%	-8%

[41] COc1cccc(Cn2cc(C(=O)NCCN(C)C)nn2)c1
[42] CC(CN1CCOCC1)OC(=O)/C=C/c1ccccc1 (stereo unspecified)
[43] O=C(Nc1cccc(F)c1)c1ccc2ncsc2c1
[44] CCn1c(=O)c(CCC(=O)NCC2CCCO2)c(C)c2c(C)nn(-c3ccc(C)cc3)c21 (stereo unspecified)
[45] Cc1ccc(S(=O)(=O)N2CCC3(CC2)OCCO3)cc1
[46] N#CCSc1nc2c(c(=O)n1Cc1ccco1)C1(CCCC1)Cc1ccccc1-2
[47] CCN(CC)S(=O)(=O)c1ccc(N2CCOCC2)c(NC(=O)c2ccc(C#N)cc2)c1
[48] COc1cccc(-c2nn(-c3ccc(C)cc3)cc2C(=O)NCC2CCCO2)c1 (stereo unspecified)
Compound | 41 | 42 | 43 | 44 | 45 | 46 | 47 | 48
SV40 large T antigen | 6% | -5% | 3% | 13% | 6% | · | 8% | 13%
NTR1 agonist | -0.5 | 0.3 | -1.3 | -0.3 | -0.5 | 10 | -0.1 | -0.4
NTR1 agonist cell count 20 µM | 49 | 38 | 80 | 57 | 57 | 61 | 40 | 47
Rac1 GTP hydrolysis | 5% | 2% | 10% | 5% | 4% | 8% | 5% | 6%
Yfh1-depleted yeast | i | i | · | · | · | i | i | ·
GPR55 LPI antagonism | 3% | 2% | 0% | -7% | 9% | 8% | 13% | ·
NS5 inhibitors | -5% | -7% | -2% | -5% | -1% | 1% | -9% | -7%
GPR35 antagonists | 12% | 3% | -5% | -8% | 3% | 5% | -4% | ·
GPR55 activation | 0.2% | -0.1% | 0.0% | 0.3% | 0.2% | 0.0% | 0.0% | ·
AID2073 | 0% | -8% | 0% | -2% | 11% | 4% | -3% | ·

[49] O=[N+]([O-])c1cc(S(=O)(=O)N2CCCCCC2)ccc1Cl
[50] O=C(c1ccccc1)N1CCCC(C(=O)N2CCc3ccccc3C2)C1 (stereo unspecified)
[51] Cc1noc(C)c1C(=O)OCC(=O)NC(=O)NC12CC3CC(CC(C3)C1)C2
[52] CCOc1ncccc1C(=O)Nc1ccc(F)cc1
[53] O=[N+]([O-])c1cc2c(cc1C=Nc1ccccc1)OCO2
[54] O=C(NNC(=O)c1ccccc1-c1ccccc1C(=O)O)c1ccccc1
Compound | 49 | 50 | 51 | 52 | 53 | 54
SV40 large T antigen | 16% | 10% | 7% | 9% | -9% | 2%
NTR1 agonist | 1.7 | -0.3 | 2.2 | 2.0 | 2.9 | -0.1
NTR1 agonist cell count 20 µM | 82 | 95 | 98 | 37 | 67 | 86
Rac1 GTP hydrolysis | 6% | 4% | -9% | 7% | 8% | 3%
Yfh1-depleted yeast | i | i | i | i | i | i
GPR55 LPI antagonism | 0% | 5% | 4% | -11% | 4% | 14%
NS5 inhibitors | -1% | 1% | 6% | -6% | 38% | ·
GPR35 antagonists | 29% | 2% | -5% | -5% | 8% | 15%
GPR55 activation | -0.1% | -0.1% | -0.3% | -0.2% | -0.1% | 0.2%
AID2073 | 41% | -7% | -3% | -7% | -55% | -4%

High-throughput results (PubChem BioAssay)
